Compound activity (PubChem BioAssay)
IL-2 act: IL-2 activation; IL-2 activation reporter assay, cell-based qHTS; stimulated with anti-CD3/CD4/CD28 beads; in transgenic mouse T cells; activation, % (series mostly up to about 46 µM); actives 0.065% (n = 360,000); AID 652025; in the data active = activation above about 50%; inconclusive = mostly about 30% to 49%; also: 0% is about no effect
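Screening format: compound pinned onto unstimulated transgenic mouse T cells, 60 min incubation, then anti-CD3/anti-CD4/anti-CD28 bead stimulation for 18 hours at 37 degrees C, followed by EGFP and DsRed detection.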
FUS yeast rescue: suppressors of FUS proteinopathy in yeast | S. cerevisiae FUS-expressing, growth rescue, OD600, 24 h | Potency, µM (top dose mostly 76.6 µM), inactives show top-dose growth rescue (activation), actives largely listed as activators | actives 0.24% (n = 390,000) | AID 1347120;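 also: potency is read from the fitted curve at half-maximal effect; plate controls were DMSO vehicle for no effect and reference control for full effect; nearly all actives have a fitted effect of over 55% in size; some results filed as inactive show a strong effect at the top dose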
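S. cerevisiae expressing FUS from galactose induction served as the toxicity model. Growth after 24hr at 30C, read as absorbance at 600 nm, indicates suppression of toxicity; compounds dosed at several concentrations.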
EPAC1 agonist: activates human EPAC1 exchange factor. O95398. EPAC1 agonist qHTS, biochemical assay; response scale: 100% = response to 6.5 mM cAMP. Potency, µM (highest dose often 154 µM), without a hit: top-dose activation, most hits filed as activators. actives 0.073% (n = 360,000); also: potency is read from the fitted curve at half-maximal effect; nearly all actives have a fitted effect of over 60% in size
Target sequence (O95398 whole entry, looked up): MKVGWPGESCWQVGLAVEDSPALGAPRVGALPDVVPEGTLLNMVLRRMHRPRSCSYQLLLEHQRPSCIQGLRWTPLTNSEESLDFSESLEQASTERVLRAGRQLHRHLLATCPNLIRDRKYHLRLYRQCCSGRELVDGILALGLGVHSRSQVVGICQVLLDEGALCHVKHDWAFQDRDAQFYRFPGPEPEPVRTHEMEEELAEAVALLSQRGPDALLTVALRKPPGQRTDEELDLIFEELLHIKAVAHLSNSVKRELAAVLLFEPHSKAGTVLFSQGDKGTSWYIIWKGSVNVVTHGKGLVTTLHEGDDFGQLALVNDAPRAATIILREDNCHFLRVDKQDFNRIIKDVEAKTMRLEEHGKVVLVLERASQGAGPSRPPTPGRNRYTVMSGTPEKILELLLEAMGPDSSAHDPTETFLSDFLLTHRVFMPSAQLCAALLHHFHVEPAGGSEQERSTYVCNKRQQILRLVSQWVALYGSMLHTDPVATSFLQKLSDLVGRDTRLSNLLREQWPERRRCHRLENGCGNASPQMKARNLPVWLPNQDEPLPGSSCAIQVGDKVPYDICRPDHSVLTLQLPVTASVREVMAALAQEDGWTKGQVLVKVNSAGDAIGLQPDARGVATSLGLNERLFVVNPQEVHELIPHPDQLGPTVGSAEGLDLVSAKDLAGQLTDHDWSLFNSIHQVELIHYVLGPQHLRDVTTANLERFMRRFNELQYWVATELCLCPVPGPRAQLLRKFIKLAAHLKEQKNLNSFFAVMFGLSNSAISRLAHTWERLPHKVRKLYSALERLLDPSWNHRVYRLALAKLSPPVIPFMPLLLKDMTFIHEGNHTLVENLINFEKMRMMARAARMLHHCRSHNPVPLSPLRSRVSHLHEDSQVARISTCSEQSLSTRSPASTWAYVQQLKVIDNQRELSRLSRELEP
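Nucleotide exchange by EPAC1 (100 nM) on Rap1B–BODIPY-GDP (250 nM) in the presence of 50 uM GDP is tracked fluorescently at 480/540 nm over 30 min. Signals are normalized to a 6.5 mM cAMP control.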
WRN helicase inh: blocks human WRN helicase. actives 0.46% (n = 360,000). Q14191. Potency, µM (doses to about 114 µM), inactives show at the top dose activity change, negative = inhibition, actives largely listed as inhibitors. WRN helicase unwinding, fluorescent forked duplex, kinetic; also: potency is read from the fitted curve at half-maximal effect; % is scaled to controls: 0 for no effect and ±100 for the full control effect; nearly all actives have a fitted effect of over 55% in size
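WRN at 20 nM final was preincubated with compound for 15 min at room temperature; reaction started with 100 nM forked duplex oligonucleotide carrying fluorophore and quencher plus 2 mM ATP (final). Unwinding followed kinetically by red fluorescence (ex 525/em 598 nm).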
aSyn yeast inh: alpha-synuclein toxicity inhibition in yeast; Yeast expressing alpha-synuclein, growth rescue, BacTiter-Glo, 24 h; Potency, µM (doses to about 46.1 µM), for inactives: at the highest dose growth rescue (activation), most hits filed as activators; actives 0.14% (n = 370,000); also: potency is read from the fitted curve at half-maximal effect; % of control where 0% means no effect; nearly all actives have a fitted effect of over 65% in size
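Readout is rescue of growth in alpha-synuclein-expressing yeast, so inhibitors of toxicity appear as activators. Growth after 24 hr at 30 deg C in galactose medium is quantified by luminescence.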
Abeta yeast res: compounds reversing amyloid beta toxicity in yeast. yeast expressing A-beta42, growth rescue, OD600, 48 h; response scale: 0% DMSO, 100% iron-clioquinol control. Potency, µM (titrated, usually from 46.1 µM), for inactives: at the highest dose growth rescue, actives largely listed as activators. actives 0.063% (n = 410,000). AID 1347071; also: potency is read from the fitted curve at half-maximal effect; nearly all actives have a fitted effect of over 55% in size
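Yeast A-beta toxicity model in growth medium with pinned compounds, 48 h at 30 C; growth read as absorbance at 600 nm. Normalized to FeCl3/clioquinol equimolar mix (positive) and DMSO (negative).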
EPAC1 antag: blocks human EPAC1 exchange factor. Potency, µM (doses to about 115 µM), for the others: at the highest dose activity change, negative = inhibition, actives largely listed as inhibitors. EPAC1 GEF assay, Rap1b-BODIPY-GDP exchange fluorescence. AID 720709. actives 0.14% (n = 360,000). O95398;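 also: potency is read from the fitted curve at half-maximal effect; plate controls were vehicle for no effect and positive control for full effect; nearly all actives have a fitted effect of over 50% in size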
PI5P4K alpha inh: PI5P4K alpha (human) kinase inhibition | P48426 | PI5P4Kalpha enzyme, ADP-Glo luminescence, 60 min; hits give low values | max response, % | actives 1.2% (n = 330,000); active = max response of -50% or lower; inconclusive = between -30% and -50%; inactive = -30% or higher; also: value at the top dose of about 77 µM; % is scaled to controls: 0 for no effect and ±100 for the full control effect
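Controls without substrate or without enzyme flank wells where PI5P4Kalpha converts substrate using 5 microM ATP (final). Incubation lasts 60 minutes at room temperature; ADP formed is read by ADP-Glo luminescence.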
PLK1 PBD inh: PLK1 (human) polo-box domain binding inhibition; Potency, µM, for the others: max response, negative = inhibition, actives largely listed as inhibitors; actives 2.8% (n = 360,000); AID 720504; P53350; Plk1 PBD binding of FITC phosphopeptide, fluorescence polarization; also: potency is read from the fitted curve at half-maximal effect; series mostly up to about 57 µM; % is scaled to controls: 0 for no effect and ±100 for the full control effect; nearly all actives have a fitted effect of over 65% in size
* marks the source's active call; other numbers are inactive results; ? = inconclusive; . = no result given; & = joins results of further samples; [ ] = another dose, or the depositor's remark. Unless noted, calls follow the shape of the dose curve; as a rule, active = well fitted curve in the direction sought with a large enough effect; inconclusive = small, poorly fitted or top-dose-only effect, or another doubt; inactive = no such curve, though single readings can be large; an effect the other way counts as inactive or inconclusive.

compound	IL-2 act	FUS yeast rescue	EPAC1 agonist	WRN helicase inh	aSyn yeast inh	Abeta yeast res	EPAC1 antag	PI5P4K alpha inh	PLK1 PBD inh
CCOc1ccc(N2CC(C(=O)OCC(=O)NCc3ccccc3)CC2=O)cc1 (stereo unspecified)	-0.6	-1.1%	-2.0%	3.4%	0.5%	-3.4%	17.1%	.	-7.5%
Cc1ccc2c(c1C)NC(=O)C21N2CCCC2C(C(=O)c2ccc3ccccc3c2)C12C(=O)Nc1ccccc12 (stereo unspecified)	-0.8	?	-7.3%	-5.6%	19.6%	19.3%	-0.8%	?	-6.7%&-3.0%
CC1(C)CC(=O)C2=C(C1)NC(=O)CC2	-0.1	-14.3%	-4.7%	10.0%[57.1 µM]	0.8%	-12.7%	-10.8%	-0.1	-8.7%
O=C(N/N=C/c1cc2c(cc1Br)OCO2)c1cc2ccccc2o1	-3.4	-14.5%	-3.6%	-29.6%	1.8%	15.1%	8.3%	-6.5	-0.3%
Cn1nnnc1SCCNCc1cc(Cl)ccc1OCc1ccccc1	1.3	.	1.7%	-5.6%	6.3%	-24.9%	-2.2%	-4.1	2.7%
COc1ccc(CN2CCN(C(=O)CC(C)C)CC2)cc1	-0.1	-13.8%	5.9%	0.8%	1.5%	7.5%	4.2%	-4.4	-9.6%
Cc1cc(S(=O)(=O)ON2C(=O)c3ccccc3C2=O)ccc1F	-1.1	-5.2%	-16.4%	-6.4%	-0.5%	-13.7%	-10.6%	-16.9	6.7µM*
CCOC(=O)c1ccc(NC(=S)N2CCN(c3ccc(N4CCOCC4)nn3)CC2)cc1	-1.3	4.1%	-2.5%	-1.6%	1.5%	-7.4%	9.7%	-2.7	-2.2%
CCN(CC)S(=O)(=O)c1cccc(C(=O)Oc2cccc(NC(=O)c3cccs3)c2)c1	-0.4	?	4.6%	-4.1%	2.9%	10.2%	-1.9%	4.1	0.4%
CCOc1ccc(CCNC(=O)COC(=O)c2cc(S(=O)(=O)N3CCOCC3)ccc2F)cc1OCC	2.7	19.0%	-11.7%	-4.5%	0.5%	4.1%	-17.3%	3.1	-6.2%
CN(CC(=O)Nc1cccc(F)c1)C(=O)c1cccc(S(=O)(=O)N2CCN(c3ccccc3)CC2)c1	-4.2	?	5.4%	-30.6%	-5.9%	25.9%	-3.3%	-7.2	0.4%
Cc1ccc(S(=O)(=O)N2CCCCC2)cc1C(=O)OCC(=O)N1c2ccccc2NC(=O)C1(C)C	0.3	21.4%	-10.0%	-1.0%	1.7%	-1.3%	-25.8%	-20.7	-2.1%
CCOC(=O)C1=NN(c2ccc([N+](=O)[O-])cc2)CC1C(=O)OC (stereo unspecified)	-4.4	.	-5.8%	-10.1%	1.6%	-1.0%	5.1%	-4.7	-5.5%
Cc1ccc(S(=O)(=O)N2CCCCC2)cc1NC(=O)c1cncc(Br)c1	-2.9	?	7.6%	-5.0%	-1.3%	-2.7%	7.3%	-22.7	-6.5%
COc1ccc(COC(=O)C2CC(=O)N(Cc3ccc(C)cc3)C2)cc1 (stereo unspecified)	-3.8	.	-5.4%	-26.7%	-1.7%	0.0%	0.0%	12.6	-10.2%
CCCOc1ccc(CCN2CCC(=O)NC2=O)cc1C	0.4	2.6%	14.2%	11.7%	-1.9%	-8.0%	-0.7%	-2.7	-3.2%
CCCOc1nc(C)cc(COC)c1C(N)=O	1.8	1.7%	17.1%	0.1%	0.0%	-4.8%	16.6%	0.1	-5.6%
C[C@H](CO)N1C[C@H](C)[C@@H](CN(C)C(=O)NC2CCCCC2)Oc2ccc(NC(=O)Cc3ccccc3)cc2C1=O	1.2	15.2%	-21.3%	4.9%	0.5%	-1.3%	4.9%	-9.2	-14.3%
COc1ccc(NC(=O)Nc2ccc3c(c2)CCC3)c(OC)c1	-0.2	-40.9%	-13.5%	0.1%	0.8%	15.6%	4.2%	4.5	0.8%
S=c1nc(-c2ccccc2)[nH]n1-c1ccccc1	-0.4	29.3%	12.1%	1.2%	-0.5%	26.7%	9.1%	.	0.0%
COc1ccc(C)cc1S(=O)(=O)N1CCN(C(=O)c2ncoc2-c2cccc(F)c2)CC1	-0.6	30.8%	-6.8%	8.7%	10.0%	-15.3%	?	19.6	-19.5%
CC(C)NC(=S)NNC(=O)C12CC3CC(CC(C3)C1)C2	-1.8	33.2%	8.8%	14.8%	0.3%	7.6%	-0.9%	.	-12.4%
COc1ccc(NC(=S)NCC2CCN(c3ccc(OC)cc3)C2)cc1 (stereo unspecified)	-0.8	?	-2.3%	-16.2%[57.1 µM]	-21.0%	13.7%	-22.8%	-15.7	?
N#CC1(Nc2ccc(Br)cc2)CCCC1	0.1	-7.9%	8.7%	10.2%	-2.8%	-7.3%	-6.9%	0.1	-10.5%
Cc1ccc(C)c(C(=O)CC2(O)C(=O)N(C)c3ccccc32)c1 (stereo unspecified)	-1.1	1.6%	0.8%	-1.3%	13.2%	9.1%	2.6%	.	-7.0%
CN(Cc1ccccc1)C(=O)c1ccccc1NC(=O)c1ccco1	-3.2	.	3.7%	-17.8%	8.9%	-6.9%	15.1%	-5.2	-6.0%
CC1(C(=O)O)CCC(C(=O)Nc2ccccc2O)C1(C)C (stereo unspecified)	-0.7	18.9%	5.3%	5.3%	-1.0%	13.5%	0.2%	.	-8.5%
CCOC(=O)c1ccc(NCn2c(=O)oc3ccccc32)cc1	-1.6	26.6%	19.7%	-2.0%	-1.4%	5.9%	2.9%	.	18.7%
CC(C)(C)NC(=O)C(c1cccnc1)N(C(=O)c1csnn1)c1ccccc1 (stereo unspecified)	0.4	-13.6%	-12.0%	-2.7%	-1.6%	-10.8%	-7.2%	-9.1	4.8%
Cc1ccc(C(=O)N/N=C(\CC(C)C)c2ccccc2)cc1	1.2	15.9%	-6.6%	-35.8%[57.1 µM]	-5.7%	-11.0%	13.4%	0.1	-7.3%
CCN(CC(=O)N1CCCC1)S(=O)(=O)c1ccc(F)cc1	0.0	-18.3%	20.5%	5.5%	2.5%	15.7%	14.9%	5.8	-2.7%
COc1cccc(N2CCN(C(=O)C3CCN(S(=O)(=O)c4cccs4)CC3)CC2)c1	-0.9	11.2%	4.7%	8.1%	16.1%	12.1%	3.4%	-4.2	-9.2%
O=C(CN(C(=O)CCC(=O)Nc1nccs1)c1cccc(F)c1)NCC1CCCO1 (stereo unspecified)	-0.4	3.2%	0.9%	2.1%	1.5%	9.6%	10.6%	-10.0	2.3%
Cn1c(=O)oc2cc(S(=O)(=O)CCC(=O)N3CCN(c4ccccc4)CC3)ccc21	-1.6	6.2%&15.9%	14.1%	-2.0%	4.5%	5.5%&-10.0%	12.8%	0.4	-4.3%
CC(C)NCCCCOc1ccc(Br)cc1Cl	-2.9	-31.0%	1.9%	8.0%	0.0%	-11.1%	-1.6%	-1.1	-14.2%
N#CC1=C(N)OC2=C(C(=O)CCC2)C1C1C=CCCC1 (stereo unspecified)	0.1	0.1%	4.1%	-35.0%	1.7%	-16.7%	-9.6%	-17.0	-10.1%
COc1ccc(C)cc1NC(=O)COC(=O)c1ccc2c(c1)OCCO2	-0.2	5.8%	3.6%	-3.0%	0.6%	-1.7%	-16.8%	6.6	-5.1%
CC(=O)c1c(C(C)=O)c(C)n(Cc2ccc3c(c2)OCO3)c1C	-1.5	20.9%	-7.5%	10.2%	0.2%	3.3%	-1.1%	-10.9	-5.2%
Cn1nc(C2CC2)cc1NC(=O)C1(C)CCN1C(=O)CC(c1ccccc1)c1ccccc1 (stereo unspecified)	-0.5	32.1%	-1.2%	-12.6%	18.4%	-15.7%	-6.6%	-3.5	-9.1%
O=C(O)Cc1sc(NC2CCCCC2)nc1-c1ccc(Cl)cc1	-0.3	16.8%	-0.1%	7.2%	4.8%	4.0%	16.2%	-0.4	-11.5%
O=C(NCc1ccccc1)C(c1ccc(-c2ccccc2)cc1)N1CCN(C(=O)C2CCCO2)CC1 (stereo unspecified)	0.3	34.8%	1.6%	4.9%	?	-4.9%	?	2.1	-16.1%
CC(/C=C/c1ccccc1F)=N\NC(=O)c1ccc(Cl)cc1	-3.1	15.2%	10.1%	-32.3%	-0.8%	-4.5%	-5.2%	-68.2*	5.32µM*
CCOC(=O)[C@@H]1[C@H]2COc3ccccc3[C@@H]2N2C(=O)N(c3ccccc3)C(=O)[C@@]12C	0.8	-17.4%	-15.3%	5.6%	-0.5%	-3.5%	-12.3%	-0.2	-17.4%
CC#CCN1c2ccccc2[C@]23C[C@@H](C(=O)OC)N(C(=O)c4ccco4)C2=NC(C(=O)OC)=C(C(=O)OC)[C@H]13	0.0	17.7%	-10.1%	5.0%	-1.0%	3.8%	-27.0%	1.2	-10.1%
CCC(C)[C@H](NC(=O)[C@@H]1Cc2ccccc2CN1)C(=O)NCc1ccc(C)cc1 (stereo partly specified)	-3.1	1.9%	-18.2%	-1.3%	0.8%	-18.3%	14.1%	3.4	3.1%

This is a random part of the collection (roughly 4.1% active in at least one column).
